# Compound activity (PubChem)
# RGS7-Gao – modulates binding of RGS7 to human Galphao; P09471; Multiplexed bead flow cytometry; actives lie on both sides; binding response (% of control), % at 10 µM; actives 0.35% (n = 220,000); AID 1439; in the data active means binding response below about 49% or above about 150%; inconclusive means no clear call, values can overlap the other calls; inactive means in between;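 further: fluorescent Galphao held in activated GDP-AlF4 state binding bead-coupled RGS7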
# Target sequence (P09471 whole entry, looked up): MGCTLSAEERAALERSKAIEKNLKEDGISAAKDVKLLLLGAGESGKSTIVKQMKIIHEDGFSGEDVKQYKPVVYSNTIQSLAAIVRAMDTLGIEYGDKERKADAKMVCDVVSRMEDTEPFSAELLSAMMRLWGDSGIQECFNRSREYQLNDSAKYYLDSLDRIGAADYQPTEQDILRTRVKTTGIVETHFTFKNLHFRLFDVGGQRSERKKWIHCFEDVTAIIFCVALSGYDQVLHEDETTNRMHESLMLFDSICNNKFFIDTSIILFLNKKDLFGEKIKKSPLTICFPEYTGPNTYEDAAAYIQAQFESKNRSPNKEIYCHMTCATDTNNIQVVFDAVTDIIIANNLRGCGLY
# Bim-Bcl-B – human Bim-Bcl-B interaction inhibition; inhibition, % at 10 µM; bead-based flow cytometry, Bim peptide-Bcl-B binding; actives 0.073% (n = 190,000); AID 951;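 further: 0% = tracer peptide without compound and 100% = reference inhibitor peptide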
# ABCG2 block – inhibitors of human ABCG2 transporter, ABCB1 counter-screen. Q9UNQ0. IgMXP3 cells, JC-1 efflux, flow cytometry. inhibition, % at 6.6 µM. actives 0.1% (n = 190,000). AID 1325;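 active means inhibition above 80%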;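 further: 0% = DMSO and 100% = nicardipine control wells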
#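 Measure – % inhibition of efflux relative to nicardipine and DMSO · Test system – ABCG2 IgMXP3 and barcoded ABCB1 CCRF-Adr cell mix · Control set – nicardipine as high control, DMSO as low control · Compound – one concentration, 6.6 µM final · Signal – flow cytometry of retained JC-1 fluorescence · Timing – 10 min exposure at 25 °C with rotation, no wash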
# Bim-Bcl-W – inhibitors of Bim-Bcl-W interaction, human; Q92843; bead-based flow cytometry, Bim peptide-Bcl-W binding; inhibition, % at 10 µM; actives 0.02% (n = 190,000);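 further: 0% = bound tracer without compound and 100% = peptide blocker; higher means less fluorescent Bim peptide bound to Bcl-W beads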
# Target sequence (Q92843 whole entry, looked up): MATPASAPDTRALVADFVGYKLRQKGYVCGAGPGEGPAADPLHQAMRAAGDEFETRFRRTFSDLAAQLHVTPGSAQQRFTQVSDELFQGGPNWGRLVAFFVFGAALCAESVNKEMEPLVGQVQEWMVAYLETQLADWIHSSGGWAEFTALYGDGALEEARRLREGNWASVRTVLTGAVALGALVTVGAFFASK
# RGS4-Gao reg – human RGS4-Galphao interaction regulation | P09471 | Multiplexed bead flow cytometry, RGS4-Galphao binding; actives lie on both sides | binding response (% of control), % at 10 µM | actives 0.33% (n = 220,000) | AID 1415; in the data active means binding response below about 49% or above about 150%; inactive means in between;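 further: fluorescent Galphao activated with aluminum fluoride binding bead-coupled RGS4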
# ABCB1 inh – blocks JC-1 efflux by human ABCB1 transporter. inhibition, % at 6.6 µM. actives 0.067% (n = 190,000). CCRF-Adr cells, flow cytometry. P08183. AID 1326; in the data active means inhibition above about 40%;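 further: 0% = vehicle and 100% = reference inhibitor; higher value means more JC-1 retained so stronger ABCB1 efflux block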
# Mcl-1 Bim block – human Bim-Mcl-1 interaction inhibition; AID 1009; actives 0.1% (n = 190,000); inhibition, % at 10 µM; Bead-based flow cytometry, Bim peptide-Mcl-1 binding;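 further: 0% = no compound tracer wells and 100% = peptide blocker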
# RGS8-Gao – regulators of human RGS8-Galphao interaction; AID 1423; actives 0.34% (n = 220,000); P09471; multiplexed bead flow cytometry, RGS8-Galphao binding; actives lie on both sides; response (percent of control binding), % at 10 µM; in the data active means response below about 60% or above about 140%; inactive means in between;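 further: Galphao activated as the GDP aluminium fluoride complex binding bead-coupled RGS8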
# Bim-Bfl-1 – inhibitors of Bim-Bfl-1 interaction, human. actives 0.12% (n = 190,000). Q16548. inhibition, % at 10 µM. Bead-based flow cytometry, Bim-Bfl-1 binding inhibition;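 further: 0% = wells without compound plus tracer and 100% = blocker peptide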
# Bcl-XL Bim block – inhibitors of Bim-Bcl-XL interaction, human; inhibition, % at 10 µM; AID 1007; Q07817; actives 0.04% (n = 190,000); Bim peptide-Bcl-XL binding, bead flow cytometry, fluorescence
# Target sequence (Q07817 whole entry, looked up): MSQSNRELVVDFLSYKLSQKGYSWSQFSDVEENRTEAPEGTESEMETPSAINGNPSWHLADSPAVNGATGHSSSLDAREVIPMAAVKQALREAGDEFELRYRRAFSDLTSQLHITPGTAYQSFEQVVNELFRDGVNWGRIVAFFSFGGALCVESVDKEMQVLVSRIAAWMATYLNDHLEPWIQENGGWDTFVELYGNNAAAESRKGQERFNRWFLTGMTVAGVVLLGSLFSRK
# Bcl-2 Bim block – inhibitors of Bim-Bcl-2 interaction, human; P10415; Bead-based flow cytometry, Bim peptide-Bcl-2 binding; inhibition, % at 10 µM; actives 0.06% (n = 190,000); AID 950; in the data active means inhibition above about 40%; inconclusive means no clear call, values can overlap the other calls;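 further: 0% = no compound wells with probe peptide and 100% = reference peptide inhibitor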
# An asterisk follows results filed as active; ? = inconclusive; / = not tested or not shown. Unless noted, no stated cut-off is given here; in the data, active means inhibition above about 40%.
SMILES,RGS7-Gao,Bim-Bcl-B,ABCG2 block,Bim-Bcl-W,RGS4-Gao reg,ABCB1 inh,Mcl-1 Bim block,RGS8-Gao,Bim-Bfl-1,Bcl-XL Bim block,Bcl-2 Bim block
COc1ccc(/C=C/CN2CCCC(CO)(Cc3cccc(Cl)c3)C2)cc1 (stereo not drawn),97,-6,1,-6,99,0.6,-9,100,-3,-1,-4
COc1cccc(SCc2noc(C(=O)NCC3CCCO3)c2C(=O)O)c1 (stereo not drawn),101,-10,9,0,101,1.1,-2,101,-9,-10,-11
CC1(C)C=Cc2c(c3c(c4c(=O)c(-c5ccc(O)cc5)coc24)OC(C)(C)CC3)O1,100,-2,7,4,95,-0.3,5,99,1,1,5
CCc1cccc(CC)c1NC(=O)COn1nnc2ccc(C(F)(F)F)cc21,104,-9,-3,-6,106,-0.7,-12,105,-15,-5,-7
Cc1onc(-c2ccccc2)c1C(=O)Nc1ccc2c(c1)OCO2,106,1,4,-1,106,-1.1,-4,113,2,6,3
CC1=CC(C)(C)N(C(=O)CSc2nnc(-c3ccc(C)cc3)o2)c2ccc(C)cc21,99,-8,5,0,102,1.0,-3,100,-11,-6,-11
CC(=O)Nc1cccc(C(=O)NC(C)c2ccc(S(N)(=O)=O)cc2)c1 (stereo not drawn),99,-5,3,-2,106,1.3,1,98,-8,-2,-4
Cc1ccc(NC(=O)NC(=O)N(C(C)C)S(C)(=O)=O)nc1,98,-2,-10,0,100,-0.5,-2,119,1,-3,-4
Cc1cc(O)c(C(C)C)cc1NC(=O)Cn1nc(C)c2ccccc2c1=O,93,-11,2,5,95,0.7,-2,98,-10,-6,-11
COc1ccc(-n2c(NN)nc3sc4c(c3c2=O)CCCC4)cc1,?,-2,11,-4,98,0.7,-1,99,-2,-2,-2
CC(/C=C/c1ccco1)=N\NC(=O)CNc1ccc2ccccc2c1,91,0,4,2,96,0.1,0,98,0,0,0
CC(C)(C)C(=O)CC1(O)C(=O)N(Cc2ccccc2)c2ccccc21 (stereo not drawn),95,/,3,-1,98,-0.1,/,105,5,11,6

# Quoted from the listing.
# Value of Cc1cc(O)c(C(C)C)cc1NC(=O)Cn1nc(C)c2ccccc2c1=O under Bim-Bcl-B: -11
# Value of CC1=CC(C)(C)N(C(=O)CSc2nnc(-c3ccc(C)cc3)o2)c2ccc(C)cc21 under Bcl-XL Bim block: -6
# Value of Cc1onc(-c2ccccc2)c1C(=O)Nc1ccc2c(c1)OCO2 under Bim-Bcl-B: 1
# Value of CC(/C=C/c1ccco1)=N\NC(=O)CNc1ccc2ccccc2c1 under Bcl-2 Bim block: 0

# Following part.
SMILES,RGS7-Gao,Bim-Bcl-B,ABCG2 block,Bim-Bcl-W,RGS4-Gao reg,ABCB1 inh,Mcl-1 Bim block,RGS8-Gao,Bim-Bfl-1,Bcl-XL Bim block,Bcl-2 Bim block
CN(CCCC(=O)Nc1nccs1)S(=O)(=O)c1ccc(Cl)cc1,104,-5,-4,1,101,-2.8,0,100,-10,-4,-12
O=C(CNC(=O)c1ccccc1)OCC(=O)N1N=C(c2ccc(Cl)cc2)CC1c1ccco1 (stereo not drawn),101,-5,1,-1,100,0.1,0,100,-4,-2,-2
Cc1ccc(SCc2cc(=O)[nH]c(Nc3nc(C)c4cccc(C)c4n3)n2)cc1,105,-5,3,3,101,0.6,3,100,-6,1,-7
CNC(=O)COc1ncnc2sc(C)c(C)c12,93,-14,1,-2,93,0.1,-4,96,-18,-12,-9
Cc1ccc(OCC(=O)Nc2ccc(Cl)cc2)c(-n2nc3ccccc3n2)c1,103,-5,12,-4,99,1.9,-2,100,-1,-4,-5
O=C(Nc1ncc(Cc2ccccc2Cl)s1)C1CCCO1 (stereo not drawn),92,-6,2,-4,94,1.0,-2,75,4,-5,1
CCn1c(SCc2nc3ccccc3s2)nnc1-c1cccs1,107,-11,6,1,103,1.1,0,101,-8,-2,-8
O=C(c1ccc(Cl)c(S(=O)(=O)N2CCc3ccccc3C2)c1)N1CCN(c2ccccc2)CC1,102,-9,26,-6,102,9.7,-2,102,-3,-5,-6
CN(C)CCN1C(=O)c2oc3ccccc3c(=O)c2C1c1ccc(F)cc1 (stereo not drawn),100,-4,1,1,99,0.3,-1,97,-3,-8,-3
COc1ccc(CCNC(=O)CC2Nc3ccccc3NC2=O)cc1OC (stereo not drawn),100,15,1,9,101,0.3,16,99,23,18,19
COc1cc(C2/C(=C(\O)c3ccc4c(c3)CC(C)O4)C(=O)C(=O)N2CCCn2ccnc2)ccc1O (stereo not drawn),111,-1,2,-3,119,0.4,-1,117,-5,0,-3
Cc1cccc(NC(=O)C2CC(=O)N/C(=N/N=C/c3ccco3)S2)c1 (stereo not drawn),107,-8,-7,-5,104,-0.4,0,100,-8,-6,-4
COc1cc(C(=O)NCc2ccc(C)cc2)ccc1OC(F)F,97,-4,1,-2,95,0.3,0,82,-1,-3,-4
CC1CCN(c2ncnc3c2cnn3-c2ccccc2)CC1,99,-8,3,0,99,0.3,0,104,-15,-5,-8
CS(=O)(=O)c1ccc(Sc2nc3ccccc3s2)c([N+](=O)[O-])c1,97,12,13,17,99,1.2,29,103,10,10,8
Cc1cccc(C)c1NC(=S)N(Cc1cccs1)C1CCCC1,106,-1,6,-1,107,0.3,0,104,-6,-1,0
COc1ccc(Cl)cc1NC(=O)COc1cccc(-n2cnnn2)c1,98,0,0,-2,99,0.2,-2,103,-4,-4,-5
COc1ccccc1NC(=O)Nc1ccc(F)c(F)c1,97,0,20,2,99,0.2,2,100,-3,5,2
COc1ccccc1NC(=O)CCN1C(=O)c2ccccc2S1(=O)=O,?,0,10,-1,96,0.4,0,98,-4,0,-3
COc1cc(CC(=O)Nc2ccc(S(=O)(=O)N(C)C)cc2)cc(OC)c1OC,103,0,0,0,105,0.1,0,117,-2,-9,0
CNc1ccccc1C(C)(C)c1cc(C)[nH]n1,105,-3,-2,0,102,-3.2,-3,98,-5,0,-3
Cc1cc(C(=O)N/N=C/c2cc(Br)ccc2OC(=O)c2ccccc2)n[nH]1,97,-2,0,-2,100,0.1,-6,100,-1,-3,-1
Cc1sc(NC(=O)c2ccccc2)c(C(=O)c2ccccc2)c1C,131,-29,-3,-4,97,-2.9,-8,88,26,-10,4
O=C(NCCCN1CCCC1=O)c1ccc2c(c1)OCO2,95,2,1,1,87,0.8,0,85,1,1,0
Cc1ccc(C(=O)CSc2nnc(-c3cccs3)n2C)o1,103,-11,-3,0,103,-2.7,-1,101,-9,-5,-9
Nc1nc(CN2CCN(Cc3ccccc3)CC2)nc(Nc2ccccc2)n1,101,0,1,0,101,0.0,1,101,0,-1,-2
O=C(NCCCn1ccnc1)c1cc(-c2cccnc2)nc2ccc(Br)cc12,?,-3,1,0,101,-0.1,-1,101,-4,1,0
C=CCn1c(Cc2c[nH]c3ccccc23)nnc1SCC(=O)NCc1ccccc1,42*,-1,1,-1,47*,0.6,0,54*,-1,-2,-1
COc1ccccc1CN(Cc1nc2ccccc2c(=O)[nH]1)C(=O)Nc1ccccc1,104,/,4,/,106,1.6,/,103,/,/,?
CCn1c(/C=N/Nc2ccc(C(=O)O)cc2)nc2ccccc21,101,2,16,7,104,3.1,8,105,-11,8,-4
O=C(c1ccc(OC2CCN(Cc3ccccn3)CC2)cc1)N1CCCCCC1,97,-5,0,-4,94,0.4,-4,98,-9,-4,-4
CCOC(=O)C(C)Sc1ccc2nnc(CCNS(=O)(=O)c3ccccc3)n2n1 (stereo not drawn),94,-1,4,-4,91,0.8,0,99,4,-2,2

# 6 entries out of the list, sorted by length of the SMILES, ascending.
SMILES,RGS7-Gao,Bim-Bcl-B,ABCG2 block,Bim-Bcl-W,RGS4-Gao reg,ABCB1 inh,Mcl-1 Bim block,RGS8-Gao,Bim-Bfl-1,Bcl-XL Bim block,Bcl-2 Bim block
O=C(NCCCN1CCCC1=O)c1ccc2c(c1)OCO2,95,2,1,1,87,0.8,0,85,1,1,0
Cc1ccc(C(=O)CSc2nnc(-c3cccs3)n2C)o1,103,-11,-3,0,103,-2.7,-1,101,-9,-5,-9
CCn1c(/C=N/Nc2ccc(C(=O)O)cc2)nc2ccccc21,101,2,16,7,104,3.1,8,105,-11,8,-4
O=C(NCCCn1ccnc1)c1cc(-c2cccnc2)nc2ccc(Br)cc12,?,-3,1,0,101,-0.1,-1,101,-4,1,0
C=CCn1c(Cc2c[nH]c3ccccc23)nnc1SCC(=O)NCc1ccccc1,42*,-1,1,-1,47*,0.6,0,54*,-1,-2,-1
CCOC(=O)C(C)Sc1ccc2nnc(CCNS(=O)(=O)c3ccccc3)n2n1 (stereo not drawn),94,-1,4,-4,91,0.8,0,99,4,-2,2

# Shown as tab-separated lines: entries from further up
structure	RGS7-Gao	Bim-Bcl-B	ABCG2 block	Bim-Bcl-W	RGS4-Gao reg	ABCB1 inh	Mcl-1 Bim block	RGS8-Gao	Bim-Bfl-1	Bcl-XL Bim block	Bcl-2 Bim block
CCn1c(/C=N/Nc2ccc(C(=O)O)cc2)nc2ccccc21	101	2	16	7	104	3.1	8	105	-11	8	-4
CCOC(=O)C(C)Sc1ccc2nnc(CCNS(=O)(=O)c3ccccc3)n2n1 (stereo not drawn)	94	-1	4	-4	91	0.8	0	99	4	-2	2

# Outcome played no part in choosing rows. About 0.94% of those tested had a hit in this group.
